TMEM16A act: mouse TMEM16A channel activation, primary screen; B-score at 10 µM; AID 623877; 340,000 tested, 0.3% active; HEK293 TMEM16A/YFP-H148Q/I152L, iodide quench fluorescence; active compounds read low;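 active means fluorescence-ratio B-score plate-corrected deviation score at least 3 library SD below zero, with starting fluorescence score within 5 deviations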;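 further: channel opened by trigger with iodide after compound preincubation; score built on the fluorescence ratio of max minus min over baseline; more negative score means more quench and so TMEM16A activation or potentiation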
SKKanGAS inh: inhibitors of SKKanGAS S. pyogenes growth in kanamycin (SK-promoter or general growth effect). 300,000 tested, 1.3% active. inhibition, % at 7.5 µM. BacTiter-Glo, 6 h;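 active means mean replicate score, as percent of positive control median, at least 50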;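 further: strain carries kanamycin resistance gene driven by streptokinase promoter and grows in 40 µg/ml kanamycin; loss of luminescence reflects streptokinase promoter inhibition or plain growth inhibition; 0% = median of DMSO wells and 100% = positive control at its reference dose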
MrgX1 ag: human MrgX1 receptor agonism, primary screen; Q96LB2; MrgX1-HEK293 cells, Fluo-4 calcium fluorescence, agonist mode; active compounds read high; B-score at 10 µM; 310,000 tested, 0.44% active; AID 588627;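 active means calcium response B-score plate-corrected fluorescence ratio at least 3 library SD, with starting fluorescence B-score inside 5 SD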
Target sequence (Q96LB2 whole entry, looked up): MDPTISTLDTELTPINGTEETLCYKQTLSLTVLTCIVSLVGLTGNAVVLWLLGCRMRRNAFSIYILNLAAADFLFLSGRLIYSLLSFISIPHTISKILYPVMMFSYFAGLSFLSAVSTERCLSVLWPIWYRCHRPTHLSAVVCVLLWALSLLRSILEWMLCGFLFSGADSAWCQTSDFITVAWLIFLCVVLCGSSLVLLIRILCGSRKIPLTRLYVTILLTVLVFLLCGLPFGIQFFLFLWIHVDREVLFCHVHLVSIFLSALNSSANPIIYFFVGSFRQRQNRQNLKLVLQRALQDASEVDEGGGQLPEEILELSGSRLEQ
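System: HEK293 cells stably expressing human MrgX1 receptor; Dosing: test compound in the initial addition of three; Schedule: overnight plating, then 30 min 37 °C plus 30 min room-temperature dye loading; Detection: kinetic calcium dye fluorescence, Fluo-4 NW; Controls: per-plate positive and negative controls for Z′ factor.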
TRPC6 inhibitor: mouse TRPC6 channel inhibition; B-score at 10 µM; HEK293-TRPC6, membrane potential dye, ACh-evoked depolarization; active compounds read low; 310,000 tested, 1.1% active; AID 2553;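 active means B-score under library mean minus 3 SD, initial fluorescence not abnormally high, positive integrated signal ratio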;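 further: B-score derived from integrated fluorescence ratio over the kinetic read; more negative B-score means stronger inhibition of depolarization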
MrgX1 antagonist: antagonists of human MrgX1 receptor; MRGX1-HEK293 calcium flux, Fluo-4, BAM8-22 antagonism; active compounds read low; 310,000 tested, 1.3% active; Q96LB2; B-score at 10 µM;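 active means calcium-response B-score plate-corrected more than 3 library SD below zero, starting fluorescence within 5 deviations, no agonist response on first addition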;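 further: peak minus trough fluorescence over baseline after final BAM8-22 challenge near maximal dose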
TRPC4 act: TRPC4 (mouse) channel activation. Q9QUQ5. HEK293 TRPC4beta/mu-opioid, Fluo4 calcium fluorescence; active compounds read high. B-score at 10 µM. 310,000 tested, 0.49% active. AID 2237;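 active means B-score above 5 SD of library B-scores, and initial fluorescence ratio not above library mean plus 5 SD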;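 further: positive B-score marks a calcium rise read as TRPC4 activation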
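System – HEK293 cells stably co-expressing mouse TRPC4beta and mu-opioid receptor · Signal – Fluo4 calcium-sensitive dye fluorescence, kinetic, 1 Hz baseline · Benchmarks – buffer (low) and maximal DAMGO (high) · Read-out – B score of integrated fluorescence ratio per well · Incubation – dye loading 45 min room temperature, 110 s kinetic read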
TRPC4 inh: blocks the mouse TRPC4 cation channel. Q9QUQ5. HEK293 TRPC4beta/mu-opioid, DAMGO-evoked Fluo4 calcium flux; active compounds read low. B-score at 10 µM. 300,000 tested, 0.39% active. AID 2247;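 active means B-score over 3 SD under the library average, no early fluorescence shift, positive overall ratio signal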
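Signal: kinetic Fluo4 fluorescence imaging of calcium influx. Material: stable TRPC4beta/mu-opioid receptor HEK293 cells. Probe or stimulus: DAMGO in two steps, submaximal then maximal.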
TRPC4 potent: allosterically enhances the mouse TRPC4 cation channel; Q9QUQ5; HEK293 TRPC4beta/mu-opioid, DAMGO EC20, Fluo-4 Ca2+ flux; active compounds read high; B-score at 10 µM; 310,000 tested, 0.42% active; AID 2227;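 active means B-score of calcium response area above 5 SD of library B-scores, with initial fluorescence ratio within 5 SD of library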;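 further: B-score of integrated fluorescence ratio over time as area under calcium response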
TMEM16A inh: inhibitors of mouse TMEM16A calcium-activated chloride channel; Q8BHY3; HEK293 TMEM16A/YFP iodide influx fluorescence, ionomycin; normalized B-score (activity score, 25-100; higher = stronger inhibition) at 10 µM; 310,000 tested, 1.2% active;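 active means ratio plate-corrected score three or more library SD toward inhibition, starting fluorescence score within five deviations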;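 further: score derived from kinetic fluorescence span divided by baseline fluorescence per well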
TRPC6 act: activates the mouse TRPC6 cation channel; B-score at 10 µM; Q61143; 310,000 tested, 0.13% active; HEK293-TRPC6 membrane potential dye fluorescence; active compounds read high; AID 2550;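 active means B-score of the integrated fluorescence ratio above library mean plus 3 SD, and starting fluorescence ratio within library mean plus 5 SD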;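 further: higher score means more depolarization so channel activation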
MrgX1 allo act: human MrgX1 positive allosteric modulation, primary screen. B-score at 10 µM. Q96LB2. MrgX1-HEK293, Fluo-4 calcium flux, FDSS; active compounds read high. 310,000 tested, 0.63% active. AID 588675;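 active means plate-corrected calcium response at least 3 library SD above typical, normal starting fluorescence, not activating the receptor alone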;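 further: compound read alongside a low EC10 to EC30 dose of BAM8-22 agonist; peak minus trough fluorescence over baseline measured at the second addition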
* hit, by the source's call; i = inactive; · = no result given.

SMILES | TMEM16A act | SKKanGAS inh | MrgX1 ag | TRPC6 inhibitor | MrgX1 antagonist | TRPC4 act | TRPC4 inh | TRPC4 potent | TMEM16A inh | TRPC6 act | MrgX1 allo act
Cc1ccc(C(=O)NC(=S)Nc2ccc3[nH]c(=O)[nH]c3c2)cc1C | i | -7.6 | i | i | i | i | i | i | i | i | i
CCc1noc(C)c1C(=O)Nc1nc2c(C)cccc2s1 | i | -0.9 | i | i | i | i | i | i | i | i | i
CC(NC(=O)c1cc(Br)ccc1Br)c1ccccc1 (configuration not stated) | · | -0.9 | i | i | i | i | i | i | i | i | i
COc1ccc(NC(=O)CSc2nnc(N)s2)c([N+](=O)[O-])c1 | i | 1.2 | i | i | i | i | i | i | i | i | i
O=S(=O)(NCC1CCCO1)c1ccccc1 (configuration not stated) | i | -2.9 | i | i | i | i | i | i | i | i | i
C/C(=N\N=C1\NC(=O)C(Cc2ccccc2)S1)c1ccccc1 (configuration not stated) | i | -1.2 | i | i | i | i | i | i | i | i | i
COc1cc(-c2nnc(SCC(=O)c3cc(C)n(CC4CCCO4)c3C)o2)cc(OC)c1OC (configuration not stated) | i | 16.0 | i | i | i | i | i | i | i | i | i
CCCCNc1nc2c(c(=O)[nH]c(=O)n2C)n1CCOc1ccccc1 | i | -17.7 | i | i | i | i | i | i | i | i | i
O=c1c2ccccc2nc(/C=C/c2cccc([N+](=O)[O-])c2)n1CCCO | i | 8.6 | i | i | i | i | i | i | i | i | 7.21*
Cc1cccc(C(=O)N[C@@H]2c3ccccc3C[C@@H]2O)n1 | i | 3.3 | i | i | i | i | i | i | i | i | i
CC(=O)N=C(N)Sc1nc2ccccc2[nH]1 | i | 6.7 | i | i | i | i | i | i | i | i | i
COC(=O)c1cc(C#N)c(OC)nc1C | i | 3.2 | i | i | -5.14* | i | i | i | i | i | i
CN(C)/C=N/c1nc2nccc(-c3ccc(F)cc3)n2n1 | i | 2.1 | i | i | i | i | i | i | i | i | i
CCOC(=O)CSc1nc2c(sc(=S)n2-c2ccc(OCC)cc2)c(=O)[nH]1 | i | 1.7 | i | i | i | i | i | i | i | i | i
c1ccc(-c2ccccc2OCCCN2CCCC2)cc1 | i | 2.6 | i | i | i | i | i | i | i | i | i
CCOc1ccc(CN2C(=O)c3ccccc3C2=O)cc1C(=O)O | i | -5.0 | i | i | i | i | i | i | i | i | i
CN(C)C(CNC(=O)CCNC(=O)c1ccc(Br)cc1)c1ccco1 (configuration not stated) | i | 1.1 | i | i | i | i | i | i | i | i | i
Cc1c(C(=O)Nc2ccccc2F)cnn1-c1ccccc1 | i | -4.6 | i | i | i | i | i | i | i | i | i
COc1ccc(-c2cn[nH]c2C)cc1 | i | -0.6 | i | i | i | i | i | i | i | i | i
Cc1c(Cl)cccc1-n1c(SCC(=O)N2CCC(C(=O)O)CC2)nc2ccccc2c1=O | i | 1.2 | i | i | i | i | i | i | i | i | i
CC1(C)NC(=O)N(CC(O)COC2CCCCC2)C1=O (configuration not stated) | · | -2.3 | i | i | i | i | i | i | i | i | i
O=C(CO/N=C/c1ccc2c(c1)OCO2)Nc1cccc(Br)c1 | i | -0.3 | i | i | i | i | i | i | i | i | i
COc1ccc(OC)c(NC(=O)Cn2nc(C)c3ccccc3c2=O)c1 | i | -6.8 | i | i | i | i | i | i | i | i | i
COc1ccc(CCNc2nc(=O)[nH]nc2C)cc1OC | i | -11.9 | i | i | i | i | i | i | i | i | i
COc1ccc(CNc2ccc3c(c2)ncn3-c2ccccc2OC)cc1 | i | 6.9 | i | i | i | i | i | i | i | i | i
CN(CC(=O)NCc1cccnc1)S(=O)(=O)c1ccccc1 | i | -5.6 | i | i | i | i | i | i | i | i | i
COc1ccc(NC(=O)c2noc3c2CCC3)cc1 | i | -10.4 | i | i | i | i | i | i | i | i | i
O=C(NC(=S)Nc1ccc(S(=O)(=O)N2CCOCC2)cc1)c1ccccc1[N+](=O)[O-] | i | -3.6 | i | i | i | i | i | i | i | i | i
COc1ccccc1NS(=O)(=O)c1cccc(C(=O)NCc2ccccn2)c1 | i | -0.3 | i | i | i | i | i | i | i | i | i
COc1ccc(/C=C(/C#N)C(=O)Nc2cccnc2)cc1OC | i | -3.0 | i | i | i | i | i | i | i | i | i
COc1ccc(N2C(=O)CSC23C(=O)Nc2ccccc23)cc1 (configuration not stated) | i | 6.6 | i | i | i | i | i | i | i | i | i
CCOc1ccc(NCc2cccn2-c2nnc(N3CCC(C(=O)NCCCN4C(C)CCCC4C)CC3)s2)cc1 (configuration not stated) | i | 0.5 | i | i | i | i | i | i | i | i | i
Cc1ccc(CNC(=O)c2cc3c(C)nc4ccccc4c3o2)cc1 | i | 2.2 | i | i | i | i | i | i | i | i | i
O=C(CSc1nnc(-c2cnccn2)n1Cc1ccco1)c1ccc(Cl)c(Cl)c1 | i | 9.8 | i | i | i | i | i | i | i | i | i
C/C(=N\NC(=O)c1cc(O)ccc1O)c1cccc(NC(=O)c2ccc(Cl)cc2)c1 | i | 5.1 | i | i | i | i | i | i | i | i | i
COc1cc(/C=C2/C(=N)N3C(c4ccccc4)=CSC3=NC2=O)ccc1OCC(=O)O | i | -6.9 | i | i | i | i | i | i | i | i | i
COc1ccc(N(C(=O)c2snc(C(N)=O)c2N)C(C(=O)NC2CCCC2)c2cccs2)cc1OC (configuration not stated) | i | 0.8 | i | i | i | i | i | i | i | i | i
CC(C)CCc1noc(CN2CCN(c3ccc(Cl)cn3)CC2)n1 | i | 4.2 | i | i | i | i | i | 16* | i | i | i
CCOC(=O)C1=C(C)N=c2s/c(=C\c3ccc(OCC(=O)O)cc3)c(=O)n2C1c1ccccc1 (configuration not stated) | i | 16.2 | i | i | i | i | i | i | i | i | i
Cc1c(C(=O)N2CCCCC2)c(S(=O)(=O)NCc2ccc(F)cc2)c(C)n1C | i | -1.8 | i | i | i | i | i | i | i | i | i
O=C(NNC(=O)c1sccc1-n1cccc1)c1ccc(Cl)cc1 | i | -10.2 | i | i | i | i | i | i | i | i | i
Cn1cc(Br)c(NC(=O)/C=C/C(=O)O)n1 | i | -2.3 | i | i | i | i | i | i | i | i | i
CC(C)C1OC(c2cccc(NC(=O)c3cccs3)c2)OCC1(C)C (configuration not stated) | i | 12.8 | i | i | i | i | i | i | i | i | i
O=C(O)CCCC(=O)N1N=C(c2ccco2)CC1c1ccco1 (configuration not stated) | i | 6.4 | i | i | i | i | i | i | i | i | i
O=C(c1cccc(S(=O)(=O)NCc2ccccc2)c1)N1CCN(Cc2ccccc2)CC1 | i | 6.6 | i | i | i | i | i | i | i | i | i
CCOC(=O)/C(C#N)=C\c1ccc(N2CCN(C/C=C/c3ccccc3)CC2)cc1 | i | 4.7 | i | i | i | i | i | i | i | i | i
S=C(Nc1cccc(Cl)c1)Nc1ccccc1Oc1ccccc1 | i | 8.5 | i | i | -5.83* | i | i | i | 100* | i | i
Cc1ccc(NC(=O)Cn2c(=O)oc3ccccc32)c(C)c1 | i | 5.0 | i | i | i | i | i | i | i | i | i
CS(=O)(=O)N(CC(=O)NCc1ccco1)c1ccc(Cl)c(C(F)(F)F)c1 | i | 12.3 | i | i | i | i | i | i | i | i | i
CCOc1ccccc1/C=N/NC(=O)Cc1csc(Nc2cccc(C(F)(F)F)c2)n1 | i | 28.6 | i | i | i | i | i | i | i | i | i
COC(=O)C(C)Sc1nc2c(c(=O)n(C)c(=O)n2C)n1CCC(C)C (configuration not stated) | i | 5.0 | i | i | i | i | i | i | i | i | i
N#CCOc1ccc(C2=NO[C@@H]3[C@@H]4C[C@@H]([C@H]5C(=O)N(c6ccc7c(c6)OCO7)C(=O)[C@@H]45)[C@H]23)cc1 | i | -3.3 | i | i | i | i | i | i | i | i | i
NC(=O)CCC(NS(=O)(=O)c1ccc(Cl)cc1)C(=O)NCc1ccc(Cl)cc1 (configuration not stated) | i | -3.7 | i | i | i | i | i | i | i | i | i
C=CCN(CC=C)c1nc2ccccc2nc1C(C#N)C(=O)OC(C)C (configuration not stated) | i | 5.5 | i | i | i | i | i | i | i | i | i
CCOC(=O)Cn1cnc2c(cnn2-c2ccc(OC)cc2)c1=O | i | -2.0 | i | i | i | i | i | i | i | i | i
CCCCCCOc1ccc(N2C(=O)CC(N(CCc3ccc(S(N)(=O)=O)cc3)C(C)=O)C2=O)cc1 (configuration not stated) | i | 5.3 | i | i | i | i | i | i | i | i | i
O=c1c2ccccc2c(-c2ccccc2)nn1-c1cc(Cl)cc(Cl)c1 | i | -6.0 | i | i | i | i | i | i | i | i | i
CCC(=O)Nc1ccc(C(=O)NNC(=O)c2ccccc2)cc1 | i | 7.6 | i | i | i | i | i | i | i | i | i
O=C(CC1NCCNC1=O)NC1Cc2ccccc2C1 (configuration not stated) | i | 2.6 | i | i | i | i | i | i | i | i | i
CC1CCc2[nH]c3ccc(C(=O)O)cc3c2C1 (configuration not stated) | i | 10.5 | i | i | i | i | i | i | i | i | i
CCc1noc(C)c1C(=O)Nc1cc(Cl)ccc1N1CCOCC1 | i | 5.3 | i | i | i | i | i | i | i | i | i
C(=N\Nc1nc(-c2ccccc2)cs1)/c1cccnc1 | i | -2.1 | i | i | i | i | i | i | i | i | i
COC(=O)c1nc(N)sc1-c1ccccc1 | i | · | i | · | i | · | · | · | i | · | i

Compound activity from PubChem BioAssay.
